Bioassay records as filed in PubChem BioAssay.
cardiac RTF act: cardiac RTF calcium sensitization. P19429+P45379. IANBD-labeled TnC RTF fluorescence at EC20 calcium; 0% EC20 calcium, 100% full calcium. activation, % at 7.2 µM. 340,000 tested, 0.24% active. AID 493008;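 active = activation above the mean over all tested compounds plus 3 SD, cut at about 30% in these data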;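 also: rise in fluorescence read as greater calcium sensitivity of cardiac thin filaments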
Rtt109 Vps75: C. albicans Rtt109 histone acetyltransferase inhibition; AID 540336; purified Rtt109/Vps75, ThioGlo CoA-SH fluorescence, 4 h; inhibition, % at 34.9 µM; 330,000 tested, 0.16% active; Q5AAJ8;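 active = inhibition of at least 50% in every replicate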
Target sequence (Q5AAJ8 whole entry, looked up): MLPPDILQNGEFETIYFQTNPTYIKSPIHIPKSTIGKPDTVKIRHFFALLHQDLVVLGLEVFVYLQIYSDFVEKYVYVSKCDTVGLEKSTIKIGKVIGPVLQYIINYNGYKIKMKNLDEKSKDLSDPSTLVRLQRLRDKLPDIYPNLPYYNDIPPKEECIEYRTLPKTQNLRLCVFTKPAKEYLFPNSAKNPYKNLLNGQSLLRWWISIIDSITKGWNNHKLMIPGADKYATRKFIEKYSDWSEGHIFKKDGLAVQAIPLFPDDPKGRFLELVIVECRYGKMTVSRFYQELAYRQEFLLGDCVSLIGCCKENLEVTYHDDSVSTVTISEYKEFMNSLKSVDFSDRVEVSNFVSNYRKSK
Wnt bcat act: activators of Wnt/beta-catenin signaling; Wnt/beta-catenin reporter cell assay, activator, plate reader; activation, % at 9.35 µM; 300,000 tested, 1.2% active; AID 743398; in the data active = activation above about 30%, passing the limit was not always enough;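 also: 0% = neutral control wells and 100% = positive control wells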
dFosB activator: enhances mouse delta FosB homodimer DNA binding. P13346. purified delta FosB, TAMRA-CDK5 oligo fluorescence polarization; percent of positive-control signal above neutral wells. AID 493131. 340,000 tested, 0.99% active. activation, % at 25 µM;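 active = mean activation above about 17%, with every replicate also reaching it, limit read from the data, passing the limit was not always enough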;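 also: fluorescence polarization rise as delta FosB binds a TAMRA Cdk5 AP-1 oligo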
SR-BI DiI inh: mouse SR-BI HDL lipid transfer inhibition | 320,000 tested, 0.96% active | AID 488896 | inhibition, % at 12.5 µM | ldlA[mSR-BI] CHO cells, DiI-HDL uptake fluorescence, 3 h | Q61009;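 active = mean replicate inhibition of at least 70% and a set share of replicates each scoring 70 or more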;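 also: 0% = median of neutral control wells and 100% = median of positive control wells; values of inactives mirror those of a sister screen read the other way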
HTR5A ag: activates human HTR5A in OPRM1-OPRD1 agonist counter-screen; activation, % at 9.3 µM; AID 504692; HTR5A agonist assay, luminescence, cell-based; 340,000 tested, 0.61% active; P47898; in the data active = activation mostly above about 9.5%, no sharp cut-off; inactive = mostly below about 7.6%;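 also: 0% = cells with vehicle only and 100% = reference agonist; strong numbers were not always called active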
SR-BI DiI-HDL act: activators of SR-BI mediated HDL lipid uptake. CHO ldlA[mSR-BI] cells, DiI-HDL uptake fluorescence, 3 h; 100 = double the neutral-control signal. activation, % at 12.5 µM. 320,000 tested, 0.096% active;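 active = mean replicate activation of at least 60% and every replicate at or above 60%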;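 also: 0% = median plate neutral-control signal and 100% = twice that signal; values of inactives mirror those of a sister screen read the other way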
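Assay system: LDL receptor-deficient CHO ldlA cells overexpressing murine SR-BI / Medium: BSA-supplemented, HEPES-buffered Ham's F12, pH 7.4 / Probe or stimulus: DiI-labelled HDL at 10 µg/mL final / Timing: compound with DiI-HDL co-incubation, 3 h at 37 °C / Technique: bottom-read cell fluorescence after medium removal, ex 550/em 595 nm / Measure: HDL uptake via cellular fluorescence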
MITF act: increases MITF-driven TRPM1 promoter luciferase signal. activation, % at 12.5 µM. 300,000 tested, 0.75% active. SK-MEL-5 TRPM1-promoter luciferase, 24 h; % of positive control, neutral wells = 0. AID 588334;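 active = mean activation of at least 80% with every replicate also reaching 80%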;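 also: 0% = neutral control wells and 100% = parthenolide positive control wells; values of inactives mirror those of a sister screen read the other way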
CDK5 inh: CDK5/p35 (human) kinase inhibition | inhibition, % at 10 µM | Recombinant CDK5/p35, ADP-Glo luminescence, 60 min | 330,000 tested, 0.01% active | Q00535+Q15078;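 active = highest replicate inhibition of at least 50% and at least 75% of replicates reaching 50%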;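 also: plate controls were DMSO neutral control for no effect and GW8510 at 10 µM for full effect; many of its hits are not listed in these tables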
PvdQ acylase: blocks Pseudomonas aeruginosa PvdQ acylase activity. purified PvdQ acylase, fluorescence plate reader. inhibition, % at 10 µM. 340,000 tested, 0.063% active. AID 488965; in the data active = inhibition above about 30%, passing the limit was not always enough;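 also: 0% = vehicle neutral wells and 100% = reference inhibitor wells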
* marks the source's active call; other numbers are inactive results; . = not tested or not shown.

(1) O=C(C1=C[C@@H]2[C@H]3C(=O)N(c4cccc(Cl)c4)C(=O)[C@H]3[C@@H](C(=O)c3ccc(Cl)cc3)N2C=C1)c1ccccc1
(2) Cc1cc(/C=C2\SC(=S)NC2=O)c(C)[nH]1
(3) CCCCN1C(=O)/C(=C2\SC(N3CCOCC3)=NC2=O)c2ccccc21
(4) Cc1ccc(C(=O)Nc2ccc3c(c2)nc(CCNC(=O)c2ccco2)n3C)cc1
(5) COc1ccc(C2C(C#N)=C(N)Oc3cc(N)ccc32)cc1 (stereo unspecified)
(6) CNc1nc(C)nc(-n2nc(C)cc2C)n1

assay / compound	1	2	3	4	5	6
cardiac RTF act	4	3	2	8	-4	6
Rtt109 Vps75	.	-7	0	-18	1	11
Wnt bcat act	.	-1	4	22	-1	3
dFosB activator	9	-6	-2	0	6	-4
SR-BI DiI inh	26	5	24	11	11	-2
HTR5A ag	2	-3	-1	-2	-2	-1
SR-BI DiI-HDL act	-26	-5	-24	-11	-11	2
MITF act	-7	8	.	68	.	6
CDK5 inh	-2.1	1.1	-0.9	-0.7	-0.1	-0.7
PvdQ acylase	-10	0	0	-17	0	-3

(7) C=CCNC(=O)CC(=O)N/N=C/c1ccc(F)cc1
(8) COc1ccc(OC)c(/C=N/NC(=O)c2c(C)nc3ccc(C)cn23)c1
(9) Cc1ccc(N(C(=O)c2csnn2)C(C(=O)NC2CCCCC2)c2ccncc2)cc1 (stereo unspecified)
(10) CN(C)c1ccc(CN(C(=O)COc2ccccc2)C2CCS(=O)(=O)C2)cc1 (stereo unspecified)
(11) CCc1ccc(OCC(=O)OCC(=O)c2ccc3c(c2)NC(=O)CO3)cc1
(12) COc1ccc(-c2cc(C(F)(F)F)n3ncc(C(=O)N4CCc5ccccc5C4)c3n2)cc1

assay / compound	7	8	9	10	11	12
cardiac RTF act	-2	3	1	-3	1	0
Rtt109 Vps75	0	-10	0	2	-5	-20
Wnt bcat act	.	-3	-3	-2	-5	-1
dFosB activator	-2	-6	-5	4	-3	-9
SR-BI DiI inh	-19	9	-3	-10	6	43
HTR5A ag	1	-2	0	16*	4	-2
SR-BI DiI-HDL act	19	-9	3	10	-6	-43
MITF act	-4	0	0	-13	-7	-6
CDK5 inh	-0.1	-1.1	-2.2	2.3	-6.6	-2.6
PvdQ acylase	3	-15	-16	6	-2	-5

(13) Cc1cc2c(SCC(=O)Nc3cccc(O)c3)ncnc2s1
(14) CCC/C(=N\NC(=O)c1ccccc1C)c1ccccc1
(15) O=C(CCN1CCCCO1)N1CCCC(N2CCN(c3ccc(F)cc3)CC2)C1 (stereo unspecified)
(16) CN(C)C=Nc1nonc1N
(17) CCOC(=O)N1CCN(C(=O)c2c[nH]c3ccc(S(=O)(=O)N(C)c4cccc(C)c4)cc3c2=O)CC1
(18) O=C(Nc1ccc(F)cc1)c1cccc2c1C(=O)N(Cc1ccccn1)C2

assay / compound	13	14	15	16	17	18
cardiac RTF act	-2	12	-8	1	6	3
Rtt109 Vps75	7	-1	17	-4	9	18
Wnt bcat act	6	0	2	.	-1	.
dFosB activator	-11	8	2	1	-10	-26
SR-BI DiI inh	-6	-12	6	1	-8	4
HTR5A ag	3	5	3	1	-2	-2
SR-BI DiI-HDL act	6	12	-6	-1	8	-4
MITF act	-1	3	13	.	-8	.
CDK5 inh	1.1	-0.5	.	1.6	1.0	-0.5
PvdQ acylase	2	-8	1	-7	-9	0

Sorted by length of the SMILES (rising): part of the list above
(14) CCC/C(=N\NC(=O)c1ccccc1C)c1ccccc1
(18) O=C(Nc1ccc(F)cc1)c1cccc2c1C(=O)N(Cc1ccccn1)C2
(15) O=C(CCN1CCCCO1)N1CCCC(N2CCN(c3ccc(F)cc3)CC2)C1 (stereo unspecified)
(12) COc1ccc(-c2cc(C(F)(F)F)n3ncc(C(=O)N4CCc5ccccc5C4)c3n2)cc1
(17) CCOC(=O)N1CCN(C(=O)c2c[nH]c3ccc(S(=O)(=O)N(C)c4cccc(C)c4)cc3c2=O)CC1

assay / compound	14	18	15	12	17
cardiac RTF act	12	3	-8	0	6
Rtt109 Vps75	-1	18	17	-20	9
Wnt bcat act	0	.	2	-1	-1
dFosB activator	8	-26	2	-9	-10
SR-BI DiI inh	-12	4	6	43	-8
HTR5A ag	5	-2	3	-2	-2
SR-BI DiI-HDL act	12	-4	-6	-43	8
MITF act	3	.	13	-6	-8
CDK5 inh	-0.5	-0.5	.	-2.6	1.0
PvdQ acylase	-8	0	1	-5	-9

(further entries)
(19) C[C@H](NC(=O)c1ccco1)C(=O)Nc1nc(-c2ccccn2)cs1
(20) c1ccc2nc(-c3ccc4c(c3)OCO4)ccc2c1
(21) Cc1cc(C(C)(C)C)cc(S(=O)(=O)NCC(=O)O)c1C
(22) COC(=O)c1ccc(C(=O)Nc2ccc(N)cc2N)cc1
(23) Cc1ccc(NC(=S)NNC(=O)c2ccccc2OC(F)F)cc1

assay / compound	19	20	21	22	23
cardiac RTF act	6	2	3	9	-1
Rtt109 Vps75	0	1	4	-3	3
Wnt bcat act	-2	50*	.	0	.
dFosB activator	-4	3	-4	7	-6
SR-BI DiI inh	-13	32	-33	15	-11
HTR5A ag	1	-4	-1	-2	0
SR-BI DiI-HDL act	13	-32	33	-15	11
MITF act	-11	.	0	-6	-18
CDK5 inh	1.6	1.4	0.9	1.5	-0.6
PvdQ acylase	-10	-10	-7	-1	4
